# Compound activity as filed in PubChem BioAssay.
# TRPML3 agonist – activates the human TRPML3 channel; HEK293 TRPML3-YFP, Fluo-8 calcium fluorescence; 100% = the carbachol control signal; activation, % at 3 µM; 220,000 compounds, 0.29% hits;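 active = activation above its plate's cutoff, the mean activation of the plate's test wells plus 3 SD, cut at about 12% in these data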;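 note: 0% = DMSO only wells and 100% = carbachol wells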
# Target sequence (Q8TDD5 whole entry, looked up): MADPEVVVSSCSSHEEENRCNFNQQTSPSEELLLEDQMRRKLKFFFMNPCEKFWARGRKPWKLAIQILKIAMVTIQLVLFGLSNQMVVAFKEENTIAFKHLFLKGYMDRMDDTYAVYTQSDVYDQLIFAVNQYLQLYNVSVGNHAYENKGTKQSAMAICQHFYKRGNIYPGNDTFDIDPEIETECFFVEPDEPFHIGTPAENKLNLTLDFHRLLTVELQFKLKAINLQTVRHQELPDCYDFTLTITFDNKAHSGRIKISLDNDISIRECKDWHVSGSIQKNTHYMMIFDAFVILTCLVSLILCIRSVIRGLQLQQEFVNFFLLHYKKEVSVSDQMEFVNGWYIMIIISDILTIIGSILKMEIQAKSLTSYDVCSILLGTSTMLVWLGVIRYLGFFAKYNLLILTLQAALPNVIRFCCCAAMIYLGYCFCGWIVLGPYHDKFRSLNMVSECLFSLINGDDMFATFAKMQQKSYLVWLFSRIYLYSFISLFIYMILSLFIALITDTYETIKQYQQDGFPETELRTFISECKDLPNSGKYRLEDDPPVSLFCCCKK
#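 Material: TRPML3-YFP stable HEK293 cells | Dosing: One concentration, 3 µM nominal, 0.3% DMSO | Timing: 125 s total fluorescence read per well | Technique: Fluo-8 calcium dye fluorescence, ex 470-495, em 515-575 nm | Measure: Percent activation from peak-to-basal fluorescence ratio, scaled between DMSO and carbachol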
# EP2 modulator – modulates human prostaglandin E2 receptor EP2 signaling. P43116. EP2-expressing cells, cAMP HTRF FRET, PGE2 co-stimulation. induction, % at 25 µM. 260,000 compounds, 0.83% hits. AID 940;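 active = compounds whose cAMP rise, as percent of the full-agonist control response, exceeds 60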;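 note: rat C6 glioma line stably carrying human EP2 under a CMV promoter; the protocol text gives 20 µM as final concentration; 100% = response of wells given 1 µM PGE2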
# Target sequence (P43116 whole entry, looked up): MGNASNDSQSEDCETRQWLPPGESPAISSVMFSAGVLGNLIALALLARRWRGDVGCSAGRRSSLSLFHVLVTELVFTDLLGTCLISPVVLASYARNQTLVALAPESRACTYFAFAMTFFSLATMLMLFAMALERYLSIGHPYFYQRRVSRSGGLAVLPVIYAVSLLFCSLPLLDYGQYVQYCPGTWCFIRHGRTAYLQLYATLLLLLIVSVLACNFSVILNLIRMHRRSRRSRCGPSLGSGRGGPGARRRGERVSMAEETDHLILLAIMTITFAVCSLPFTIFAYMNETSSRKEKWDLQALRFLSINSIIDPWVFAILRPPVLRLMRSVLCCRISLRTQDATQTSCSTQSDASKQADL
# EP2 antag – EP2 receptor (human) inhibition | AID 1422 | P43116 | C6 glioma cells expressing human EP2, cAMP TR-FRET; cells stimulated with saturating PGE2 | inhibition, % at 25 µM | 260,000 compounds, 0.52% hits;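 active = percent inhibition above 40 after rounding to a whole number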;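 note: rat C6 glioma host cells with rolipram phosphodiesterase inhibitor present; the protocol text gives 20 µM as final concentration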
# TRPN1 ag – agonists of zebrafish TRPN1 channel; HEK293 zebrafish TRPN1-YFP, Fluo-8 calcium fluorescence; 100% = response to 87 µM carbachol; AID 1424; 220,000 compounds, 0.18% hits; activation, % at 3 µM;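 active = activation above its plate's cutoff, the mean activation of test wells on that plate plus 3 SD, cut at about 19% in these data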;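 note: 0% = DMSO alone and 100% = 87 µM carbachol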
#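 Control set: carbachol 87 µM as high control, DMSO as low control; system: HEK293 stable line with zebrafish TRPN1-YFP; read-out: % activation versus carbachol response; detection: intracellular calcium fluorescence with Fluo-8; doses: single test compound dose, 3 µM nominal, 0.3% DMSO; schedule: dye 1 h 37 °C plus 30 min RT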
# NPY-Y1 PAM-ag – human NPY-Y1 potentiation or agonism, primary screen; P25929; NPY-Y1 expressing cells, potentiator/agonist activation; activation, % at 3.6 µM; 220,000 compounds, 0.37% hits; in the data active = activation above about 33%, passing the limit was not always enough;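 note: cells stimulated with NPY at EC10 then isoproterenol at EC100; 0% = low agonist plus stimulus and 100% = saturating agonist plus stimulus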
# 14-3-3 Bad PPI – disrupts binding of bovine 14-3-3 zeta to phospho-Bad peptide; P63103; TR-FRET 14-3-3zeta/Dy647-pBad peptide displacement, 1 h; inhibition, % at 21.7 µM; 220,000 compounds, 0.71% hits;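 active = inhibition above about 70%, limit read from the data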;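 note: 0% = full 14-3-3 plus peptide FRET controls and 100% = background without 14-3-3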
# PPC-1+TRAIL kill – kills PPC-1 cancer cells in the presence of TRAIL; AID 1443; PPC-1 cells + TRAIL, ATPLite viability luminescence; 220,000 compounds, 0.41% hits; cell killing (% activity), % at 4 µM;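 active = cell killing above 50% in the first pass at 4 µM, then a duplicate retest at 5 µM averaging 50% or more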;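 note: plate controls were cells with TRAIL plus DMSO for no effect and medium-only wells lacking cells for full effect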
# CHOP inhibitor – CHOP inhibition in unfolded protein response. CHO-K1 CHOP-promoter luciferase, tunicamycin-induced, 15-18 h. inhibition, % at 10 µM. 220,000 compounds, 3.8% hits. AID 2732;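 active = compounds that reduced the stress-induced luciferase reporter signal by more than about 70% of percent inhibition, limit read from the data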;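 note: 0% = tunicamycin plus vehicle and 100% = wells without tunicamycin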
# NPY-Y1 antag – NPY-Y1 (human) receptor antagonism. AID 1040. HEK293-CNG Y1 cells, membrane potential fluorescence; NPY at EC95, then isoproterenol. 200,000 compounds, 1% hits. inhibition, % at 3.6 µM. P25929;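 active = inhibition above the campaign mean inhibition of all tested compounds plus 3 SD, cut at about 20% in these data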;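 note: 0% = DMSO wells given NPY plus isoproterenol and 100% = isoproterenol alone without NPY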
#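 Test system: HEK293 cells co-expressing NPY Y1 receptor and cyclic-nucleotide gated channel; Also added: NPY (25 nM), isoproterenol (1 µM), Ro 20-1724 (25 µM); Compound dosing: one concentration, 3.6 µM, in 0.4% DMSO; Timing: dye 3 h, compound 60 min room temperature, stimulation 45 min; Technique: Membrane-potential fluorescent dye readout.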
# Starred values were filed as active, the others as inactive; / = not tested or not shown; & = joins results of further samples; [ ] = another dose, or the depositor's remark. Only part of the results is shown; the hit share may differ from the screen's.
SMILES,TRPML3 agonist,EP2 modulator,EP2 antag,TRPN1 ag,NPY-Y1 PAM-ag,14-3-3 Bad PPI,PPC-1+TRAIL kill,CHOP inhibitor,NPY-Y1 antag
CCN(CC)CCSc1nc2ccc(OC)cc2[nH]1,1.2,5,14,-0.1,-7,4,4,17,/
CN1CCN(C(=O)c2ccc(-c3cccs3)s2)CC1,1.4,-28,7,1.9,4,0,13,3,/
COc1ccc(OCC(O)CN2CCN(c3ncccn3)CC2)cc1 (configuration not stated),0.2,-2,5,2.9,-20,-13,21,-7,8
Cc1cc(N2CCOCC2)nc(-c2ccc(Br)cc2)n1,-0.5,15,7,1.2,3,-4,8,13,0
COc1ccc(CNC(=O)C2CSC(=O)C2)cc1 (configuration not stated),0.6,16,14,-1.3,1,-7,-1,10,0
CCOC(=O)c1ccc(NC2=CC(=O)C(=O)c3ccccc32)cc1,0.0,-41,28,0.3,-8,-7,-3,17,10
CCCCCn1c(C)c2c(OCC)cccc(=O)c2c1C,1.0,4,8,0.9,-25,-6,11,-32,/
C/C(=N\NC(=S)NCc1ccccc1)c1ccc(C)o1,0.2,-1,7,-1.9,-24,-13,-2,-16,6
COc1ccc(-n2nnc3c(=O)n(CC(=O)N4CCCC4)cnc32)cc1,0.4,9,6,-0.8,-11,-2,-8,25,-5
O=C(Nc1ccc(F)cc1F)c1c(C(F)(F)F)ccnc1Oc1ccc(Cl)cc1,-0.2,19,19,-2.3,-30,5,0,23,/
O=S(=O)(c1cccs1)N1CCN(S(=O)(=O)c2cccs2)CC1,1.0,-1,10,-0.8,9,-11,5,-12,6
O=C(c1cccc2ccccc12)N1CCN(c2ccccc2F)CC1,-0.7,-12,3,0.9,-9,5,0,91*,1
O=C(CSc1nnc(SCC(=O)c2ccco2)s1)c1ccco1,0.6,12,8,0.7,-2,-2,-11,-8,-9
CCN(CCNC(=O)c1ccc(CSc2nc3ccncc3[nH]2)cc1)c1ccccc1,0.3,-51,9,-0.4,12,-8,18,25,-6
COc1cc(C(CC(=O)N2CCOCC2)c2c(OC)cc(OC)c3ccc(=O)oc23)cc(OC)c1OC (configuration not stated),/,-6,23,/,/,-5,6,7,/
CCOC(=O)c1c(O)c2c(n(Cc3ccco3)c1=O)CCCC2,-0.9,10&36,8&14,-0.6,-7,-12,4,0,2
O=C1NCCN1c1ccc(CN2CCN(C3CCCCC3)C(CCO)C2)cc1 (configuration not stated),0.1,-20,3,0.6,-2,3,15,6,7
O=S(=O)(c1ccccc1)N1CCC(O)(CSc2ccccc2)CC1,4.4,-73,3,11,-5,6,-29,5,-8
Cc1c(/C=C/C(=O)c2cccs2)cnn1C,0.3,0,10,5.0,-25,-5,10,-20,0
O=[N+]([O-])c1ccc(-c2ccn[nH]2)o1,0.4,-4,4,1.6,16,18[fluorescence artefact?],-2,-9,4
O=C(CCN1C(=O)c2ccc([N+](=O)[O-])cc2C1=O)Nc1ccc(O)cc1C(=O)O,-1.0,12,12,0.1,13,-13,15,1,4
Cn1c(=O)[nH]c(=O)c2c1nc1n2CCCN1CCc1ccccc1,0.0,6,17,-0.9,-15,3,7,44,2
COC(=O)c1cnn2c(C(F)(F)F)cc(-c3ccc(F)cc3)nc12,-0.8,-16,11,0.7,-1,-11,25,21,-12
COc1ccc(C(=O)NC(=S)Nc2cccc(S(=O)(=O)N3CCOCC3)c2)cc1,1.8,-85,6,4.7,-1,-8,18,52,1
CCOC(=O)C1(CCc2ccccc2)CCN(Cc2c(O)cccc2OC)CC1,-0.1,26,7,-3.0,-33,-8,20,73*,33*
Oc1c(CN2CCN(c3ccc(F)cc3)CC2)cc(Cl)c2cccnc12,0.5,51,7,0.1,13,10,38,92*,2
COc1cccc(NC(=O)COC(=O)CCOc2ccccc2OC)c1,0.2,-7,3,-1.3,-21,-6,-3,-1,5
CN(C)C(=O)c1ccc(NC(=O)c2cncc(Br)c2)cc1,0.6,9,8,3.9,3,11,16,36,-1
COC(=O)c1ccc(/C=N/OCC(=O)NC2CCCCCCC2)cc1,0.2,-13,13,-0.8,-17,-3,18,47,0
C/C(=N\Nc1nccnc1Cl)c1c(F)c(F)c(F)c(F)c1F,0.7,26,8,-0.7,14,-7,-2,7,-1
Cc1ccc(C2CC(c3ccc(Cl)cc3)=NNC2=O)cc1 (configuration not stated),-0.9,-13,5,-1.2,-3,-9,18,56,11
Cc1ccc(SCc2[nH]nc3c2C2(C(=O)N(C)c4ccccc42)C(C#N)=C(N)O3)cc1 (configuration not stated),0.4,-50,14,-0.5,-1,-6,11,-4,1
Cc1ccccc1C(=O)Oc1cccc(Nc2ncnc3ccccc23)c1,3.2,/,15,8.1,-2,/,/,/,4
COCCNC(=O)C(c1cccs1)N(Cc1cccs1)C(=O)Cn1nnc2ccccc21 (configuration not stated),0.6,22,22,0.1,-28,-4,9,-33,3
Cc1cc(Br)ccc1OCC(=O)NNC(=O)Cc1ccccc1,0.2,18,11,-0.7,-1,12,-10,0,-2
COc1ccc(NC(=O)C23CC4CC(C2)CC(n2cnc(Br)n2)(C4)C3)c(OC)c1,0.2,33,21,-1.4,17,-4,30,-3,1
Cc1ccc2c(c1)-c1[nH]c(=S)ncc1CS2,0.7,14,11,-0.1,-3,-17,14,17,2
COc1ccnc(N=CNOCc2cccc(C(F)(F)F)c2)c1C#N,0.5,19,6,1.0,-15,8,-1,3,6
C=CCn1c(SCCCc2ccccc2)nc2c1c(=O)[nH]c(=O)n2C,-0.3,13,/,-2.1,-14,-6,-1,77*,-2
OCC1(Cc2ccccc2)CCN(CCCC2CCCC2)CC1,0.9,-32,11,1.7,-32,-5,-1,61,7
COc1ccc(CCNC(=O)c2ccc(CNS(=O)(=O)c3cccc(Cl)c3)cc2)cc1OC,-0.5,-10,7,-0.2,7,-3,7,11,-2
COCCNC(=O)c1ccc(CS(=O)(=O)c2c(Cl)cccc2Cl)o1,1.2,13,9,1.0,0,-4,/,2,4
NC(=O)Cn1nnc(-c2ccccc2NC(=O)c2cnccn2)n1,0.6,2,9,0.7,-15,-5,23,32,1
O=C(NC(c1ccccc1)c1c(O)ccc2ccccc12)c1ccccc1Cl (configuration not stated),-0.2,14,2,-0.3,-29,6,-7,107*,9
CCOC(=O)CSc1nc2cccnc2n1-c1ccc(F)cc1,-0.2,30,9,-0.9,8,-9[fluorescence artefact?],3,19,1
C=CCOc1cccc(C2C(C(=O)c3ccc(C)o3)=C(O)C(=O)N2c2nccs2)c1 (configuration not stated),1.3,26&25,21&25,-0.4,2,45,3,3,2
O=C(C(Sc1ccccc1)c1ccc(Br)cc1)N1CCOCC1 (configuration not stated),-0.3,4,19,-1.6,13,8,22,10,3
Cc1ccc(NC(=S)NC2CCCCC2)cc1S(=O)(=O)N(C)C,2.5,-101,14,5.1,14,-10,4,-38,-6
O=C1OC2(CCCCC2)OC(=O)C1=CNc1ccc2c(c1)OCO2,0.5,-14,10,0.5,-8,-8,18,-20,3
CCn1c(C)cc(=S)c2ccccc21,-0.6,-13,23,-0.2,-28,38[fluorescence artefact?],12,-28,0
CC[C@H](C)[C@@H]1NC(=O)c2cc([N+](=O)[O-])cc(I)c2SC[C@@H](C(N)=O)NC(=O)[C@H](CCCCN)NC1=O,0.6,22,2,1.9,-22,7,7,-3,-3
O=C(Nc1cccc(C(F)(F)F)c1)c1cccnc1N1CCN(CCO)CC1,0.8,21,2,1.9,-9,-7,-10,22,5
COc1ccccc1CNC(=O)COC(=O)Cc1ccc(Cl)cc1,-0.7,-6,4,-1.1,4,4,26,4,7
Cc1ccc(S(=O)(=O)N2CCCC2C(=O)NCCc2nc3ccccc3[nH]2)cc1 (configuration not stated),-0.1,0,4,1.3,-9,-8,11,6,3
O=C(c1ccc(S(=O)(=O)N2CCOCC2)cc1)N1CCN(S(=O)(=O)c2ccc(Cl)s2)CC1,0.6,-15,7,1.9,15,-1,-15,2,/
Cc1ccc2oc(-c3cccc(NC(=S)NC(=O)c4cccs4)c3)nc2c1,0.8,-4,6,0.0,-10,2[fluorescence artefact?],2,-10,-4
CCCCOC(=O)Cn1c(=N)n(CCN(CC)CC)c2ccccc21,0.2,8,9,-1.6,-26,11,3,-3,7
COc1ccc(-n2ncc3c(NCc4ccco4)ncnc32)cc1,-0.3,-1,9,2.1,6,13,2,-7,4
N#CCSc1nc2ccc(N3CCCCC3)cc2c(=O)n1Cc1ccccc1,-0.1,/,10,0.1,9,/,10,/,-6
COc1cccc(/C=N/NC(=O)CNC(=O)COc2ccccc2)c1O,-0.7,-23,8,0.1,-6,-9,15,36,/

# The last 3 compounds of the part above are carried over, then new ones follow.
SMILES,TRPML3 agonist,EP2 modulator,EP2 antag,TRPN1 ag,NPY-Y1 PAM-ag,14-3-3 Bad PPI,PPC-1+TRAIL kill,CHOP inhibitor,NPY-Y1 antag
COc1ccc(-n2ncc3c(NCc4ccco4)ncnc32)cc1,-0.3,-1,9,2.1,6,13,2,-7,4
N#CCSc1nc2ccc(N3CCCCC3)cc2c(=O)n1Cc1ccccc1,-0.1,/,10,0.1,9,/,10,/,-6
COc1cccc(/C=N/NC(=O)CNC(=O)COc2ccccc2)c1O,-0.7,-23,8,0.1,-6,-9,15,36,/
O=C(N/N=C/c1cccc(O)c1)c1ccc(COc2ccccc2Br)cc1,0.1,-52,14,-1.8,-33,-2,34,51,1
O=C(CSCc1c(Cl)cccc1Cl)NN=C1CCCC1,0.7,-17,11,-0.6,0,4,6,13,-1
CCc1ccc(NC(=O)Cc2ccc(OC)cc2)cc1,-1.0,-19,14,-1.7,4,-10,5,1,-2
COc1ccc(OCCSc2nc(C)nc3ccccc23)cc1,0.9,16,5,-0.2,-4,2,15,48,9
Cc1cc(NC(=O)c2c(F)cccc2F)n(-c2nc3ccccc3[nH]2)n1,0.8,53,4,-0.9,-17,9,-5,100*,-1
CC(NC(=O)C1CCC(CNc2c(N3CCCCC3)c(=O)c2=O)CC1)c1ccccc1 (configuration not stated),0.7,22,5,2.0,2,-4,16,12,/
N#C/C(=N/O)c1nc(-c2ccc(F)cc2)cs1,1.5,-6,8,0.5,-8,-7[fluorescence artefact?],21,9,-1
COC(=O)c1cccc(N(C(=O)c2cnccn2)C(C(=O)NC2CCCCC2)c2cn(C)nc2C)c1 (configuration not stated),-0.3,13,5,0.3,3,-11,11,39,-4
